AmpC no deterg = blocks E. coli AmpC beta-lactamase in detergent-free assay; P00811; AmpC nitrocefin hydrolysis, absorbance 480 nm, 0.0001% Triton; Potency, µM (titrated, usually from 57.1 µM), without a hit: top-dose activity change, negative = inhibition, most hits filed as inhibitors; actives 0.52% (n = 330,000); AID 485341;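 note: potency is the fitted concentration of half-maximal effect; plate controls were no compound for no effect and no enzyme for full effect; nearly all actives have a fitted effect of over 20% in size; some results filed as inactive show a strong effect at the top dose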
Target sequence (P00811 whole entry, looked up): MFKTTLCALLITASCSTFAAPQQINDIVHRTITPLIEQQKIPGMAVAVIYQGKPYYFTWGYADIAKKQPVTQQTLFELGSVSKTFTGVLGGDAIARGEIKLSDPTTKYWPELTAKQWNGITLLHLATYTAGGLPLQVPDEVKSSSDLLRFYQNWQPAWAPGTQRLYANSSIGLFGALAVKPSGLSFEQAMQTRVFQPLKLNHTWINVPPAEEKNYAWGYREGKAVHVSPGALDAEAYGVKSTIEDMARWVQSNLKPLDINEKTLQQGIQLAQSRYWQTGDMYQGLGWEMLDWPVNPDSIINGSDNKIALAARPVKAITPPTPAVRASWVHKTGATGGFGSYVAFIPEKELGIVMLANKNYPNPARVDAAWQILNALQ
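20 mM phosphate pH 7.0 + 0.01% (detergent screen) or 0.0001% Triton X-100; 5.3 nM AmpC reagent; cpd preinc 15 min RT; nitrocefin (800 uM stock) to start; A480 q20 s × 4 min; Activity was normalised to no-enzyme and no-compound control wells.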
AMA1-RON2 inh = disrupts binding of P. falciparum AMA1 to RON2 | AID 720542 | AlphaScreen AMA1-biotinylated RON2 peptide binding | Potency, µM (titrated, usually from 58.2 µM), without a hit: at the highest dose activity change, negative = inhibition, usual class: inhibitors | actives 0.2% (n = 360,000);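 note: potency is the fitted concentration of half-maximal effect; 0% = vehicle wells and -100% = peptide control; nearly all actives have a fitted effect of over 45% in size; some results filed as inactive show a strong effect at the top dose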
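AMA1 (3D7) with his tag at 25 nM final met compounds first, then biotinylated RON2 peptide at 25 nM; detection used donor plus acceptor beads, 10 µg/mL apiece, read by AlphaScreen after 30 min at room temperature.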
Sm TGR block = S. mansoni TGR enzyme inhibition | Potency, µM (titrated, usually from 114 µM), inactives show at the highest dose activity change, negative = inhibition, usual class: inhibitors | purified TGR, DTNB reduction, TNB absorbance 405 nm | actives 3% (n = 360,000) | Q962Y6 | AID 485364; note: potency is the fitted concentration of half-maximal effect; nearly all actives have a fitted effect of over 60% in size
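First, TGR (20 nM dispensed) and NADPH were mixed with compound. Second, a 15 min room-temperature incubation followed. Third, further NADPH and then DTNB were added to start the reaction. Finally, TNB absorbance was monitored kinetically.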
HCMV antiviral = blocks human cytomegalovirus replication | actives 4.5% (n = 410,000) | activity change, negative = inhibition, % at 57.5 µM | HFF cells, HCMV-luciferase reporter, 72 h; active compounds read low; in the data active = activity change below about -60%; inconclusive = no clear call, values can overlap the other calls; inactive = above about -39%
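Compounds were evaluated in HFFs infected with an HCMV luciferase reporter virus (MOI 1 PFU/cell). Luciferase in lysates collected 72 h post infection served as the replication measure.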
Tb PYK inh = T. brucei pyruvate kinase inhibition. Q57TT1. TbPYK enzyme, Kinase-Glo Plus ATP luminescence, 45 min. Potency, µM (doses to about 76.8 µM), for the others: at the top dose activity, negative = inhibition, hits mostly inhibitors. actives 0.12% (n = 410,000). AID 624173; note: potency is the fitted concentration of half-maximal effect; nearly all actives have a fitted effect of over 50% in size
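Assay buffer: 50 mM TEA pH 7.2, 100 mM KCl, 10 mM MgCl2, 0.05% BSA, 0.01% Tween-20. Pyruvate kinase from T. brucei plus substrate met compound, then ADP (130 uM final). Luminescence was read post 45 min RT.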
LmPK inhibitor = blocks Leishmania mexicana pyruvate kinase activity; Q27686; purified LmPK, Kinase-Glo ATP luminescence, 1 h; Potency, µM (top dose mostly 57.5 µM), for inactives: top-dose activity change, negative = inhibition, hits mostly inhibitors; actives 0.37% (n = 290,000); AID 1721; note: potency is the fitted concentration of half-maximal effect
Target sequence (Q27686 whole entry, looked up): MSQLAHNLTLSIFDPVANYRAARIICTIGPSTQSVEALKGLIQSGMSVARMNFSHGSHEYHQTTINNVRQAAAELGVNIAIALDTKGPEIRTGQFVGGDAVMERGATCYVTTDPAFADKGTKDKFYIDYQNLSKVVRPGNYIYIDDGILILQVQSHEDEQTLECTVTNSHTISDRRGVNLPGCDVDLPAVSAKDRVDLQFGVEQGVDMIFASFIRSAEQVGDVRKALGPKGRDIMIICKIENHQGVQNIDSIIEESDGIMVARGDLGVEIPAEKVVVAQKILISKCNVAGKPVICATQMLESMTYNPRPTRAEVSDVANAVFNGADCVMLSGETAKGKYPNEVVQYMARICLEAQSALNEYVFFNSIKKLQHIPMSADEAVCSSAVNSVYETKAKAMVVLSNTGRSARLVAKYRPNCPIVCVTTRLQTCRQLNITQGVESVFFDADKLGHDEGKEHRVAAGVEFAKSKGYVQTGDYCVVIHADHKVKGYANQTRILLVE
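ATP generated from ADP (0.1 mM) and PEP (0.5 mM) by 0.1 nM LmPK over 1 h at room temperature (pH 7.2 imidazole buffer) was detected by coupled luciferase luminescence. Values were normalized to uninhibited and no-enzyme wells.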
AmpC inh detg = inhibitors of E. coli AmpC beta-lactamase with detergent | P00811 | AmpC hydrolysis of nitrocefin, absorbance 480 nm, 0.01% Triton | Potency, µM (highest dose often 114 µM), without a hit: at the highest dose activity change, negative = inhibition, hits mostly inhibitors | actives 0.041% (n = 370,000) | AID 485294;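 note: potency is the fitted concentration of half-maximal effect; 0% = no-compound wells and -100% = no-enzyme wells; nearly all actives have a fitted effect of over 25% in size; some results filed as inactive show a strong effect at the top dose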
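20 mM phosphate pH 7.0 + 0.01% (detergent screen) or 0.0001% Triton X-100; 5.3 nM AmpC reagent; cpd preinc 15 min RT; nitrocefin (800 uM stock) to start; A480 q20 s × 4 min; Activity was normalised to no-enzyme and no-compound control wells.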
Numbers without * were called inactive; ? = inconclusive; . = no result given; & = joins results of further samples; [ ] = dose if it differs, or a comment. Unless noted, calls come from the whole dose curve; as a rule, active = well fitted curve in the direction sought with a large enough effect; inconclusive = small, poorly fitted or top-dose-only effect, or another doubt; inactive = no such curve, though single readings can be large; an effect the other way counts as inactive or inconclusive. Unless noted, % is set by controls: 0 for no effect and ±100 for the full control effect. Compounds were not picked by outcome, and some 7.4% of all compounds hit somewhere here.

1. CCc1cccc(NC(=O)CC2Oc3ccccc3NC2=O)c1 (stereo not given)
2. COC(=O)c1ccccc1NC(=O)CCCn1c(C)c2cnn(-c3ccccc3)c(=O)c2c1C
3. CCN(CC)c1nc2nonc2nc1N(CC)CC
4. CCOC(=O)C1CCN(C(=O)C2CCN(S(=O)(=O)N3CCCC3)CC2)CC1
5. CCOC(=O)C(NC(=O)Nc1ccc(Cl)cn1)(Oc1ccccc1)C(F)(F)F (stereo not given)
6. COc1ccc(OC)c(NC(=O)C2CCN(S(=O)(=O)c3c(C)noc3/C=C/c3ccc(C)cc3)CC2)c1
7. O=S(=O)(c1cccs1)N1CN(Cc2cccs2)c2nc3ccccc3nc21
8. CC(=O)NC1(C(Cl)(Cl)Cl)Oc2ccccc2O1

assay / entry,1,2,3,4,5,6,7,8
AmpC no deterg,-27%,.,-9%,5%,-35%,.,-33%,-5%
AMA1-RON2 inh,11%,.,-6%,6%,50%[activator],.,-10%,0%
Sm TGR block,2%,2%,1%,4%,-2%,5%,-25%,2%
HCMV antiviral,2,0,-17,5,4,-15,21,30
Tb PYK inh,-3%,-6%,2%,3%,23%,0%,-14%,-18%
LmPK inhibitor,0%,.,2%,-3%,-2%,.,9%,0%
AmpC inh detg,-9%,23%,-9%,-8%,-5%,26%,-3%,0%

9. COc1ccc(-c2nc(CN3C(=O)CN=C(c4ccccc4)c4ccccc43)c(C)o2)cc1
10. CC(=O)CSc1ncnc2c1oc1ccccc12
11. N#C/C(=C\c1c(Oc2ccc(F)cc2)nc2ccccn2c1=O)c1nc2ccccc2s1
12. CCN(CC)C(=O)c1sc(NC(=S)N2CCN(C(=O)C3CCCO3)CC2)c(C(=O)OC)c1C (stereo not given)
13. O=C(CC[C@H]1O[C@@H](n2cnc3c(NC(=O)c4ccccc4)ncnc32)[C@H](O)[C@@H]1O)NCc1ccccn1
14. CN(c1cccc(NC(=O)c2ccc(Cl)c(S(=O)(=O)N3CCOCC3)c2)c1)S(C)(=O)=O
15. COc1ccc(N(CCC(=O)Nc2ccccc2F)S(=O)(=O)c2ccc(C)cc2C)cc1
16. CC1CCN(C(=O)CCCC(=O)O)CC1

assay / entry,9,10,11,12,13,14,15,16
AmpC no deterg,.,-8%,.,179%[activator],.,3%,0%,-5%
AMA1-RON2 inh,.,40%[activator],.,-3%,22%,16%,-25%,8%
Sm TGR block,0%,-3%,-1%,-6%,.,1%,6%,0%
HCMV antiviral,8,15,0,-1,1,-28,-32,-4
Tb PYK inh,-1%,5%,-38%,6%,1%,1%,-12%,3%
LmPK inhibitor,.,-6%,.,-6%,.,-1%,.,1%
AmpC inh detg,16%,?,4%,14%,.,1%,-3%,-5%

17. CC(CNC(=O)C1CCN(C(=O)c2cc3sccc3n2C)CC1)c1ccccc1 (stereo not given)
18. COc1cc(CNC(=O)CCn2nc(C)c3c(C)n(-c4ccccc4)nc3c2=O)cc(OC)c1OC
19. O=C1C2C3c4ccccc4C(c4ccccc43)C2C(=O)N1c1cccnc1 (stereo not given)
20. Cn1nc(-c2ccccc2)c(C#N)c1Sc1cccc(Cl)c1
21. O=[N+]([O-])c1ccc(-c2ccc(/C=N/Nc3nc(NCc4ccccc4)nc(N4CCOCC4)n3)o2)cc1
22. CS(=O)(=O)c1ccc(C(=O)OCC(=O)NCc2cccs2)cc1[N+](=O)[O-]
23. COc1ccc(C)cc1N(CC(=O)N/N=C/c1ccc2c(c1)OCO2)S(C)(=O)=O
24. Clc1ccccc1Cn1cccc1C1=NC(Cc2ccccc2)CO1 (stereo not given)

assay / entry,17,18,19,20,21,22,23,24
AmpC no deterg,.,0%,22%,-8%,-11%,-21%,2%,.
AMA1-RON2 inh,.,-15%,14%,29%,-14%,14%,16%,.
Sm TGR block,9%,-10%,-1%,23%,2%[57.1 µM],.,-1%[57.1 µM],6%
HCMV antiviral,-6,?,-21,-14,-88*,?,-24,-9
Tb PYK inh,2%,7%,-10%,-5%,0%,-8%,0%,0%
LmPK inhibitor,.,-4%,1%,7%,-3%,.,-13%,.
AmpC inh detg,-7%,1%,3%,-3%,-10%,.,3%,2%

25. COn1c(C)c(C(C)=O)c2c3nonc3ccc21
26. COc1cccc(CN2c3ccc(Br)cc3C(=O)CS2(=O)=O)c1
27. COCCCN1C(=O)CC(C(=O)OC)=C1C
28. Cc1ccc(C)c(S(=O)(=O)N2CCCC2CNC(=O)C(=O)NCc2ccco2)c1 (stereo not given)
29. O=C(CNC(=O)c1cccc([N+](=O)[O-])c1)OCCCC(=O)c1ccc(F)cc1
30. O=C(COC(=O)/C=C/c1ccco1)Nc1ccc(F)cc1Cl
31. COc1cc(/C=C(\C(=O)O)c2ccc(S(=O)(=O)N3CCCC3)s2)cc(OC)c1
32. C=C(C)c1cccc(C(C)(C)NC(=O)N2CCN(c3ccc(OC)cc3)CC2)c1

assay / entry,25,26,27,28,29,30,31,32
AmpC no deterg,-17%,?,-4%,-3%,-10%,-27%,-15%,28%
AMA1-RON2 inh,2%,6%,-3%,-2%,-2%,-16%,13%,0%[2.32 µM]
Sm TGR block,-27%,6%,-7%,-3%,.,32µM*,-9%,1%
HCMV antiviral,-17,-17,-9,-28,-9,-27,11,-37
Tb PYK inh,2%,-3%,4%,-1%,-3%,-7%,-11%,-8%
LmPK inhibitor,-1%,.,0%,.,.,4%,.,1%
AmpC inh detg,?,4%,4%,-18%,.,-3%,-12%,-3%

33. Cc1cccc(OCCn2cnc(Cl)c2Cl)c1
34. O=c1[nH]c(=S)[nH]c2nc(-c3cccs3)cc(C(F)(F)F)c12
35. O=[N+]([O-])c1ccccc1CCc1cnc(Cl)s1
36. COc1ccc2sc(N(CCCN(C)C)C(=O)c3ccc(S(=O)(=O)N4CCCc5ccccc54)cc3)nc2c1
37. COc1ccc(N2CCN(C(CNC(=O)c3ccc(C)cc3)c3ccc4c(c3)OCO4)CC2)cc1 (stereo not given)
38. Cc1ccc(Cn2c(C(=O)O)c(CNC3CCCCC3)c3ccc(C)cc32)cc1
39. O=C(O)c1ccc(N(Cc2ccccc2)S(=O)(=O)c2ccccc2)cc1
40. Cc1ccc(NC(=O)c2ccc(-c3cccc(Cl)c3C)o2)cc1

assay / entry,33,34,35,36,37,38,39,40
AmpC no deterg,-12%,-37%,-24%,214%[activator],.,.,-9%&-20%,.
AMA1-RON2 inh,-23%,101%[activator],1%,-29%,.,.,-7%&6%,.
Sm TGR block,16%,-5%,2%,-4%,5%,0%,8%&-18%,19%
HCMV antiviral,-29,23,-35,-15,-6,32,32,52
Tb PYK inh,2%,0%,-2%,-5%,-8%,0%,-8%&0%,0%
LmPK inhibitor,1%,-5%,-1%,.,.,.,0%&10%,.
AmpC inh detg,2%,0%,1%,0%,11%,-5%,8%&-14%,16%

No new results follow: an excerpt of the list.
38. Cc1ccc(Cn2c(C(=O)O)c(CNC3CCCCC3)c3ccc(C)cc32)cc1
39. O=C(O)c1ccc(N(Cc2ccccc2)S(=O)(=O)c2ccccc2)cc1
40. Cc1ccc(NC(=O)c2ccc(-c3cccc(Cl)c3C)o2)cc1

assay / entry,38,39,40
AmpC no deterg,.,-9%&-20%,.
AMA1-RON2 inh,.,-7%&6%,.
Sm TGR block,0%,8%&-18%,19%
HCMV antiviral,32,32,52
Tb PYK inh,0%,-8%&0%,0%
LmPK inhibitor,.,0%&10%,.
AmpC inh detg,-5%,8%&-14%,16%

Next part
41. O=C(CN1C(=O)/C(=C\c2cccc(Cl)c2)Oc2ccccc21)N1CCN(c2ccccn2)CC1
42. O=S(=O)(NCCOCCNS(=O)(=O)c1ccccc1)c1ccccc1
43. C=C(C)c1cccc(C(C)(C)NC(=O)N2CCN(C)CC2)c1
44. O=C(Nc1ccc2c(c1)OCO2)c1cccn(Cc2cccc([N+](=O)[O-])c2)c1=O
45. COc1ccc(NC(=O)[C@@H](NC(=O)c2ccccc2)C(C)C)cc1S(=O)(=O)N1CCCCC1
46. Cc1c(C(=O)NCCc2ccc(Cl)cc2)sc2nc3n(c(=O)c12)CCC3
47. Cc1cc(C)cc(NC(=O)CN(C)S(=O)(=O)c2cnc[nH]2)c1
48. CCn1cc(C(=O)N(C)Cc2ccccc2)c(=O)c2cc(S(=O)(=O)N3CCc4ccccc4C3)ccc21

assay / entry,41,42,43,44,45,46,47,48
AmpC no deterg,-31%,-27%,-16%,.,-17%,129%[activator],-1%,.
AMA1-RON2 inh,.,0%,20%,.,1%,0%,0%,.
Sm TGR block,3%,-1%,4%,10%,-10%,-16%,42%[activator],19%
HCMV antiviral,.,22,-21,4,6,7,-13,-7
Tb PYK inh,.,1%,1%,1%,-8%,-1%,-4%,-4%
LmPK inhibitor,2%,-6%,5%,.,2%,9%,-1%,.
AmpC inh detg,-1%,1%,-1%,3%,-8%,-3%,1%,3%

49. CCOC(=O)N1CC(=O)Nc2ccc(Br)cc2C1c1ccccc1 (stereo not given)
50. O=[N+]([O-])c1ccccc1C=NNC(=S)NN=Cc1ccccc1[N+](=O)[O-]
51. COCCN(C(=O)COC(=O)c1nc(Cl)ccc1Cl)c1c(N)n(Cc2ccccc2)c(=O)[nH]c1=O
52. COCc1nnc(NC(=O)c2cc3ccccc3o2)s1
53. COc1ccc(CCNC(=O)c2ccc(NC3=NC4CS(=O)(=O)CC4S3)cc2)cc1OC (stereo not given)
54. Cc1nccn1CCCNC(=O)CC1C(=O)NCCN1Cc1ccc(Cl)c(F)c1 (stereo not given)
55. CC(=O)CCc1c(C)c2cccc(C)c2[nH]c1=O
56. CCC(=O)Nc1ccc(C(=O)CSc2nnc(-c3ccccc3F)n2C2CC2)cc1

assay / entry,49,50,51,52,53,54,55,56
AmpC no deterg,-6%,.,7%,-13%,-1%,48%,-18%,27%
AMA1-RON2 inh,-12%,14%,-9%,-4%,-19%,14%,4%,0%
Sm TGR block,11%,.,8%,7%,-3%,-32%,1%,4%
HCMV antiviral,-2,44,-3,29,7,?,45,-37
Tb PYK inh,15%,-3%,-25%,4%,-7%,2%,-2%,-13%
LmPK inhibitor,2%,.,.,-14%,-2%,2%,-4%,3%
AmpC inh detg,4%,.,6%,-4%,-2%,8%,-4%,-3%

Compound activity deposited in PubChem by National Center for Advancing Translational Sciences (NCATS).
